CHO-K1 Ca antag: counter-screen for M1 antagonists: effect in parental CHO-K1 cells. ATP-induced calcium, Fluo-8 fluorescence. inhibition, % at 3 µM. actives 0.6% (n = 360,000). AID 602250;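 active = inhibition above a per-plate cutoff, the plate's mean sample inhibition plus 3 SD, cut at about 24% in these data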;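 also: 0% = DMSO plus EC80 ATP and 100% = DMSO alone without ATP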
M1 ag: activates human CHRM1 receptor; AID 588814; CHO-K1 hM1, Fluo-8 calcium fluorescence, agonist mode; 0% DMSO, 100% acetylcholine EC100; actives 0.33% (n = 360,000); P11229; activation, % at 3 µM;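 active = activation above the run's mean compound activation plus 3 SD, cut at about 16% in these data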;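 also: peak over basal fluorescence ratio within a 140 s kinetic read after compound addition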
Target sequence (P11229 whole entry, looked up): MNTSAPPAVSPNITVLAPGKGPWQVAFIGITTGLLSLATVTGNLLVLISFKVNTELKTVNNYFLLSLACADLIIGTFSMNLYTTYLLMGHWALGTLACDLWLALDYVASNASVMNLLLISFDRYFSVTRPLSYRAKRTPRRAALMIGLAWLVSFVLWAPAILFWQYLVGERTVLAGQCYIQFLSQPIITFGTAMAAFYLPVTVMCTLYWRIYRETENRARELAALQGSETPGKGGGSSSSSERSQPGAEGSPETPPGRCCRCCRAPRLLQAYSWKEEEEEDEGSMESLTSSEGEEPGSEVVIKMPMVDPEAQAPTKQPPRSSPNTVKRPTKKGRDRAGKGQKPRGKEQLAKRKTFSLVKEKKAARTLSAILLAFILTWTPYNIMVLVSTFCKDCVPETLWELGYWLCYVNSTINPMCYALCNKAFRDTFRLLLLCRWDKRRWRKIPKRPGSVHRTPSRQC
M1 PAM parental: nonselective activator or artifact in parental CHO-K1 calcium assay. actives 0.02% (n = 360,000). ATP EC20, Fluo-8 calcium fluorescence; 0% at ATP EC20, 100% at ATP max. activation, % at 3 µM;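 active = activation above the run cutoff, the mean activation of all test compounds plus 3 SD, cut at about 40% in these data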;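 also: peak over basal fluorescence ratio in a 140 s read after ATP addition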
CHRM1 PAM: positive allosteric modulators of human M1 muscarinic receptor. activation, % at 3 µM. CHO-K1 hM1, Fluo-8 calcium fluorescence, ACh EC20; 0% = ACh EC20, 100% = maximal ACh. P11229. AID 588819. actives 0.088% (n = 360,000); in the data active = activation above about 19%, passing the limit was not always enough
TAAR1 antagonist: antagonists of human TAAR1 | Q96RJ0 | CHO RD-HGA16 TAAR1, Fluo-8 calcium fluorescence, antagonist | inhibition, % at 3 µM | actives 1.5% (n = 360,000) | AID 624466;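 active = inhibition above a per-plate cutoff, the mean inhibition of test compounds on that plate plus 3 SD, cut at about 49% in these data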;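 also: 0% = DMSO plus EC80 beta-PEA response and 100% = DMSO alone without agonist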
Target sequence (Q96RJ0 whole entry, looked up): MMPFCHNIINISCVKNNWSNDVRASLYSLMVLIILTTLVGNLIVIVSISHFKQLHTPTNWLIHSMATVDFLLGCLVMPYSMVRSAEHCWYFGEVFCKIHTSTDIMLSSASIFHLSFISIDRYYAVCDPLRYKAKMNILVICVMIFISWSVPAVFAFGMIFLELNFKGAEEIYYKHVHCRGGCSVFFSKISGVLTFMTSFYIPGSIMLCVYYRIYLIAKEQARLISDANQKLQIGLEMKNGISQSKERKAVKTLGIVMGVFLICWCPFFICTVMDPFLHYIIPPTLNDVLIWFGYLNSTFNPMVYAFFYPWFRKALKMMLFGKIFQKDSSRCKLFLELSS
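System: RD-HGA16 CHO cells with stable hTAAR1 and Gα16 | Probe or stimulus: EC80 β-phenethylamine stimulus | Dosing: 3 µM, single point | Times: Dye loading 75 min at 37 °C, then 30 min room temperature | Measured by: Fluo-8 calcium-sensitive fluorescence | Read-out basis: % inhibition of agonist calcium response | Replicates: n of 1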
M1 ag parental: counter-screen for M1 agonists: effect in parental CHO-K1 cells; Fluo-8 calcium fluorescence; scaled to maximal ATP response, vehicle zero; activation, % at 3 µM; actives 0.48% (n = 360,000); in the data active = activation above about 15%;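 also: untransfected CHO-K1 host cells lacking M1 receptor as counterscreen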
CHO parental Ca: counter-screen for OX1R antagonists: effect in parental CHO cells | parental CHO-K1, ATP-induced calcium, Fluo-8 fluorescence | inhibition, % at 5.6 µM | AID 463079 | actives 0.63% (n = 330,000);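 active = inhibition above that plate's mean sample inhibition plus 3 SD, cut at about 26% in these data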;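 also: 0% = ATP-challenged DMSO wells and 100% = DMSO wells without ATP; some compounds past the cut are filed as inactive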
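Measured by: calcium-sensitive Fluo-8 fluorescence / Test system: CHO parental line / Controls: ATP-challenged DMSO wells low, unchallenged DMSO wells high / Measure: % inhibition / Compound: single nominal dose of 5.6 µM per compound / Replicates: single well per compound, no replicates / Reagent: ATP as calcium-mobilizing challenge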
CHRM1 antagonist: human CHRM1 antagonism. P11229. inhibition, % at 3 µM. actives 1.3% (n = 360,000). CHO-K1 hM1, Fluo-8 calcium fluorescence, ACh EC80 antagonist. AID 588852;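 active = percent inhibition above its own plate's cutoff, namely the mean of that plate's compound wells plus 3 SD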;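 also: peak over basal fluorescence ratio during 140 s after agonist addition; 0% = ACh EC80 plus DMSO and 100% = DMSO alone without agonist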
TAAR1 agonist: human TAAR1 agonism. CHO RD-HGA16 TAAR1, Fluo-8 calcium fluorescence; vehicle wells 0%, saturating PEA agonist 100%. activation, % at 3 µM. actives 0.99% (n = 360,000);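 active = activation above the mean activation of all test compounds in the run plus 3 SD, cut at about 38% in these data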
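Benchmarks: low control DMSO, high control PEA (EC100); System: CHO RD-HGA16 cells carrying human TAAR1 plus Gα16; Detection: Fluo-8 fluorescence, 5 s baseline then 140 s kinetic read; Schedule: 17-24 h plating, Fluo-8 75 min 37 °C, 30 min RT; Read-out basis: % activation from peak over basal fluorescence ratio, DMSO-to-PEA scaled.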
The depositor's hits bear a star; · = not tested or not shown. Not a hit list. About 4.4% of those tested had a hit in this group.

SMILES	CHO-K1 Ca antag	M1 ag	M1 PAM parental	CHRM1 PAM	TAAR1 antagonist	M1 ag parental	CHO parental Ca	CHRM1 antagonist	TAAR1 agonist
O=C(NC1CCCC1)C1c2ccccc2OCC(=O)N1CC(F)(F)F (stereo not drawn)	-11	·	4	·	5	0.8	·	·	5
Cc1ccc2nc(NC(=O)C3CCN(S(=O)(=O)c4cccc5nsnc45)CC3)sc2c1	-14	2	15	3	65*	1.2	-3	4	16
COC(=O)C1(C)COP(=O)(Nc2ccc(OC)cc2)OC1 (stereo not drawn)	-16	-4	19	4	-20	1.6	·	-1	3
COC(=O)C1=C(C)NC(C)=C(C(=O)OC)C1c1ccc(NC(C)=O)cc1	-15	32*	12	-5	4	0.5	-2	-12	9
NC(=O)CSc1nnc(COc2ccc3ccccc3c2)o1	-12	1	4	3	7	2.7	·	-5	10
C#CCCc1cocc1/C=[N+](\[O-])c1ccc(C(=O)OCC)cc1	0	-2	-16	9	-5	-0.6	-9	2	0
NC(=O)C(=O)N/N=C/c1c(F)c(F)c(F)c(F)c1F	2	-2	-9	-1	-17	-0.1	-1	15	16
Cc1ccc(C(=O)NNC(=O)c2cc(C)nc3ccccc23)cc1	-15	-2	-2	4	4	0.1	-12	-2	1
Cc1ccc(-c2c(C#N)c(N)nc3c2CCCC3)o1	-22	-1	28	14	-14	2.2	-16	-17	6
CCOC(=O)c1c(C)[nH]c(C(=O)COC(=O)C2CC(=O)N(Cc3ccccc3)C2)c1C (stereo not drawn)	-6	-1	18	10	8	7.9	-8	-15	9

Only M1 ag parental, for 2 of the compounds above:
mol	M1 ag parental
Cc1ccc(C(=O)NNC(=O)c2cc(C)nc3ccccc23)cc1	0.1
Cc1ccc(-c2c(C#N)c(N)nc3c2CCCC3)o1	2.2

Next entries follow:
SMILES	CHO-K1 Ca antag	M1 ag	M1 PAM parental	CHRM1 PAM	TAAR1 antagonist	M1 ag parental	CHO parental Ca	CHRM1 antagonist	TAAR1 agonist
CCO[C@H]1OC(C(=O)Nc2ccccc2)=C[C@@H](c2ccc(Br)cc2)[C@@H]1CCCO	-10	-8	3	-2	28	-0.1	-17	3	15
CCN1CCN(S(=O)(=O)c2ccc(OC)cc2)CC1	3	-2	-13	2	-8	0.0	4	4	2
COc1cccc(/C=C/C(=C2/C(=O)N(c3ccccc3)N=C2C)c2ccc(C)cc2)c1OC	-6	-10	27	7	-2	0.2	-2	-8	1
Cc1cccc(C)c1NC(=O)C1(NC(=O)Cn2cccc([N+](=O)[O-])c2=O)CCCCC1	-4	-7	20	12	-2	2.7	-8	1	3
O=C(Nc1ncnc2c1ncn2C1OC(COC(=O)c2ccccc2)C(F)C1O)c1ccccc1 (stereo not drawn)	-6	-4	16	-8	13	4.7	-20	12	9
NC(=O)c1cc2nc(-c3ccco3)cc(C(F)(F)F)n2n1	-16	1	-10	6	3	0.5	7	-2	0
O=C(CCCc1nc2ccccc2s1)N1CCN(S(=O)(=O)c2cccs2)CC1	-2	1	1	-6	28	5.6	-5	-11	24
CC(Cc1ccccc1)NC(=O)CN1C(=O)c2ccccc2S1(=O)=O (stereo not drawn)	-3	-1	1	4	0	1.2	1	-7	0
Cc1ccc(/C=N/NC(=O)c2csc(C)c2)o1	5	-2	-3	4	7	0.1	-7	7	8
COc1ccccc1-n1nnnc1SCC(=O)Nc1cc(C)on1	2	0	10	-4	-16	0.6	-7	-2	19

TAAR1 antagonist, hit marks shown above.
mol | CHRM1 PAM | TAAR1 antagonist | CHRM1 antagonist | TAAR1 agonist
Cc1ccc2nc(NC(=O)C3CCN(S(=O)(=O)c4cccc5nsnc45)CC3)sc2c1 | 3 | 65* | 4 | 16

Additional compounds
SMILES	CHO-K1 Ca antag	M1 ag	M1 PAM parental	CHRM1 PAM	TAAR1 antagonist	M1 ag parental	CHO parental Ca	CHRM1 antagonist	TAAR1 agonist
Nc1ncnc2c1ncn2[C@@H]1O[C@H](C(=O)N2CCC(F)(F)CC2)[C@@H](O)[C@H]1O	-1	-3	-3	1	4	-0.2	·	-16	0
COc1cccc(NC(=S)NN2C(C)CCCC2C)c1 (stereo not drawn)	-19	-5	34	8	12	1.1	-5	-3	0
COc1ccccc1C(c1nnnn1C(C)C)N1CCN(C(=O)c2ccco2)CC1 (stereo not drawn)	7	-2	-10	3	-10	0.1	-10	0	1
CN1C(=O)N(CC(=O)Nc2cccc(S(=O)(=O)N(C)c3ccccc3)c2)C(=O)C12CCCCC2	0	-1	-23	-1	-30	0.5	·	6	2
CN(C)CCCNC(=O)C[C@H]1C[C@H](C(=O)N2CCCCC2)[C@@]2(CCc3ccccc3)c3[nH]c4ccc(Cl)cc4c3CCN2C1=O	0	-8	-3	7	-8	0.0	-16	-23	0
COc1ccc(-n2nc(C(=O)NCC(=O)N3CCN(c4ccccc4OC)CC3)c3ccccc3c2=O)c(OC)c1	-8	-3	-5	3	9	4.0	-28	-3	2
O=C(CSc1nnc(Cc2cc(=O)[nH]c(=O)[nH]2)n1-c1ccccc1)NCC1CCCO1 (stereo not drawn)	8	-4	-3	9	-1	0.3	11	-5	7
CCCc1cc(CNC(=O)C2CCC(=O)N(Cc3ccccc3OC)C2)on1 (stereo not drawn)	-7	-2	18	8	-29	0.1	-21	-10	6
Nc1cccc(-c2cn3cccnc3n2)c1	7	-4	-1	8	-14	-0.1	2	-13	3
COCCNCc1ccc(Cl)cc1Cl	-6	-10	14	7	6	0.6	-6	-7	6
Cc1cc(C)nc(N(C#N)C(C)C(=O)N(C)C)n1 (stereo not drawn)	0	-5	11	5	-15	0.4	-4	-3	2
Cc1nn(CCc2n[nH]c(=S)n2-c2ccc(F)c(Cl)c2)c(C)c1[N+](=O)[O-]	-4	-3	11	7	20	-0.1	-5	2	-1
OCc1ccccc1CNCc1ccccc1	-8	-7	-6	6	0	-0.1	3	-26	7
O=C(Nc1cc(SCCO)cc([N+](=O)[O-])c1)c1ccc(Br)o1	-7	-2	14	-8	-5	3.4	-10	-2	5
O=C(NCc1cccnc1)c1ccc(NC(=O)c2ccc(Br)cc2)cc1	-5	-5	-11	0	4	2.2	0	4	57*
C/C=C/C(=O)OCc1csc(CC(=O)Nc2ccccc2C)n1	-2	-2	0	-3	-43	0.1	-30	4	0
FC(F)(F)c1ccc(Oc2ccc3cc(Br)ccc3c2)nc1	3	-3	-9	-6	-4	0.1	-1	1	2
O=C(NCc1ccc(F)cc1F)[C@@H]1CCCN1C(=O)[C@@H]1CCCN1C(=O)c1cccs1	-2	·	4	·	-3	-0.7	·	·	0
CC(=O)NC(CC(=O)NCCCn1ccc2ccccc21)c1ccccc1 (stereo not drawn)	-9	-3	4	7	-15	0.4	0	-6	1
CC1Cc2ccccc2N1C(=O)CSc1nccc(=O)[nH]1 (stereo not drawn)	-4	-6	14	12	-10	-0.4	-11	-9	11
Cc1ccc([C@H]2N[C@]3(CCCN(Cc4ccc(Cl)cc4)C3=O)[C@H]3C(=O)N(C)C(=O)[C@@H]23)cc1	-13	-5	19	6	-16	0.1	·	-12	1
Cc1ccc(S(C)(=O)=NS(=O)(=O)c2cccc3nsnc23)cc1 (stereo not drawn)	-16	-5	25	1	-5	1.6	-13	-1	0
CCCCC(=O)Nc1cccc2c1C(=O)N(c1ccccc1)C2=O	-5	-4	14	1	-17	-0.6	-14	-1	7
COCCNC(=O)c1cc(-c2ccccc2)nn1CC1CC(c2cccnc2)=NO1 (stereo not drawn)	-9	-3	1	3	21	-0.1	3	-3	5
CCNC(=O)C1CCCN(C(=O)c2ccccc2F)CC1 (stereo not drawn)	-6	0	0	12	-4	0.0	·	-21	1
CC(=O)c1ccc(N(C(=O)CNC(=O)c2ccco2)C(C(=O)NC2CCCC2)c2ccncc2)cc1 (stereo not drawn)	-7	-2	-1	8	-10	1.1	5	-6	-2
COc1ccc(NS(=O)(=O)c2ccc(/C=C/C(=O)O)cc2)cc1S(=O)(=O)N1CCOCC1	-13	-3	9	8	-1	0.6	6	-13	2
CSc1cccc(NC(=O)CCCOc2ccccc2)c1	1	-7	3	3	-25	0.1	-3	-1	0
COCCN(CC1CCCN(C2Cc3ccccc3C2)C1)C(=O)CCC(C)=O (stereo not drawn)	4	-9	2	-3	-9	9.9	·	8	0
CSc1ncc(Cl)c(C(=O)Nc2ccccc2C)n1	-10	-8	14	11	-11	0.0	-18	-13	6

Rewritten with bars between the fields: four of the compounds above.
SMILES | CHO-K1 Ca antag | M1 ag | M1 PAM parental | CHRM1 PAM | TAAR1 antagonist | M1 ag parental | CHO parental Ca | CHRM1 antagonist | TAAR1 agonist
COc1ccc(NS(=O)(=O)c2ccc(/C=C/C(=O)O)cc2)cc1S(=O)(=O)N1CCOCC1 | -13 | -3 | 9 | 8 | -1 | 0.6 | 6 | -13 | 2
CSc1cccc(NC(=O)CCCOc2ccccc2)c1 | 1 | -7 | 3 | 3 | -25 | 0.1 | -3 | -1 | 0
COCCN(CC1CCCN(C2Cc3ccccc3C2)C1)C(=O)CCC(C)=O (stereo not drawn) | 4 | -9 | 2 | -3 | -9 | 9.9 | · | 8 | 0
CSc1ncc(Cl)c(C(=O)Nc2ccccc2C)n1 | -10 | -8 | 14 | 11 | -11 | 0.0 | -18 | -13 | 6

From PubChem
